Vif-APOBEC3G blk: blocks the Vif interaction with human APOBEC3G; Q9HC16; HeLa A3G-eYFP + Vif (tagged APOBEC3G with the HIV-1 protein that degrades it), YFP fluorescence, overnight; Potency, µM (doses to about 46.1 µM), inactives show at the top dose activity, negative = active, hits mostly inhibitors; hit rate 0.076% among 410,000; AID 602310;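 also: % is scaled to controls: 0 for no effect and ±100 for the full control effect; nearly all actives have a fitted effect of over 60% in size; hits raise eYFP signal because A3G escapes Vif-driven loss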
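Read-out is eYFP fluorescence (Ex 488/Em 500-530) from Vif-expressing HeLa A3G-eYFP cells; more signal means A3G escaped Vif-mediated degradation. Cells plated overnight, compound pinned in, incubated overnight at 37 deg C.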
mIDH1 inhibitor: blocks human mutant IDH1 R132H enzyme. O75874. IDH1-R132H enzyme, NADPH consumption, diaphorase/resazurin fluorescence. Potency, µM (series often up to 76.6 µM), without a hit: top-dose activity change, negative = inhibition, most hits filed as inhibitors. hit rate 0.093% among 390,000. AID 602179; also: % is scaled to controls: 0 for no effect and ±100 for the full control effect; nearly all actives have a fitted effect of over 65% in size
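IDH1-R132H (0.5 ug/mL dispensed) in pH 7.5 Tris buffer was preincubated 30 min with compound, then given a substrate mix of 0.016 mM NADPH and 2 mM alpha-KG for 80 min at room temperature; remaining NADPH was read by diaphorase/resazurin fluorescence.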
RXFP1 agonist: agonists of human relaxin receptor RXFP1. Q9HBX9. HEK293T-RXFP1 cAMP TR-FRET, 30 min; response scale: percent of porcine relaxin response, buffer zero. Potency, µM (titrated, usually from 57.5 µM), for inactives: top-dose activation, most hits filed as activators. hit rate 0.3% among 370,000; also: % is scaled to controls: 0 for no effect and ±100 for the full control effect; nearly all actives have a fitted effect of over 60% in size; many of its hits are not listed in these tables
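HEK293 cells stably expressing RXFP1, treated 30 min at 37C with compounds plus PDE4 inhibitor Ro 20174; cAMP measured by HTRF TR-FRET. Normalized to buffer and 29 nM porcine relaxin; EC50 by Hill fit.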
RGS4 inh: human RGS4 inhibition; Potency, µM (highest dose often 114 µM), inactives show top-dose activity change, negative = inhibition, usual class: inhibitors; P49798; hit rate 0.039% among 390,000; Transcreener GDP fluorescence polarization, RGS4-accelerated GTP hydrolysis; also: % is scaled to controls: 0 for no effect and ±100 for the full control effect; nearly all actives have a fitted effect of over 75% in size; some results filed as inactive show a strong effect at the top dose
Target sequence (P49798 whole entry, looked up): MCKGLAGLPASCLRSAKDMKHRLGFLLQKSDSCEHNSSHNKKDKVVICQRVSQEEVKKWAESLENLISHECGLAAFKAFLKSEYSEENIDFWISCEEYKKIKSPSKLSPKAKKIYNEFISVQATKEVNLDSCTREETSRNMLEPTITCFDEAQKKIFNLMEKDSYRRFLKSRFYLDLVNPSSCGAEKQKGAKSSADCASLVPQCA
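MLSMR compounds (23 nl, pin-transferred) preincubated 10 min at room temperature with a 500nM (2x) first reagent, then RGS4 at 900nM (2x) plus Transcreener GDP mix added; fluorescence polarization (620/688 nm) read before and after 90 min at 30 °C.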
TrxR1 inh: rat TrxR1 inhibition. hit rate 1% among 390,000. AID 588453. O89049. recombinant rTrxR1, NADPH fluorescence consumption, selenite substrate. Potency, µM (doses to about 114 µM), inactives show top-dose activity change, negative = inhibition, actives largely listed as inhibitors; also: % is scaled to controls: 0 for no effect and ±100 for the full control effect; nearly all actives have a fitted effect of over 65% in size
Target sequence (O89049 whole entry, looked up): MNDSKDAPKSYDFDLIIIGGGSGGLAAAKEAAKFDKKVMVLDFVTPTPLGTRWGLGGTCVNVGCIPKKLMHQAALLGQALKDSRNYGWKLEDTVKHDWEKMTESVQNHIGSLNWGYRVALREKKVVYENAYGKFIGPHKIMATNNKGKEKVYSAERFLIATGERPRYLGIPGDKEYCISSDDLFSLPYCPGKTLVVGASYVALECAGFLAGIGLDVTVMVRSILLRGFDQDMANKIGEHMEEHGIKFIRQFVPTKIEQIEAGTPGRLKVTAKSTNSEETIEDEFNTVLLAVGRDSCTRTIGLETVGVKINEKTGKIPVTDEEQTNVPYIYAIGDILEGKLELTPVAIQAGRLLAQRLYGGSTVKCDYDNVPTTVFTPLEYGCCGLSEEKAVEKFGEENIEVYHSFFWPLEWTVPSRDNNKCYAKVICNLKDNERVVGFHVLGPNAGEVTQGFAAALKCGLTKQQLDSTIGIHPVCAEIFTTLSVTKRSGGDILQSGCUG
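Rat TrxR1 (90 nM in the dispensed reagent) was pre-reduced with 400 uM NADPH for 5 min at room temperature, then incubated with compound for 15 min. After 400 uM selenite was added, NADPH fluorescence (Ex 340/Em 450 nm) was followed for 8 min.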
Vif-A3F inh: blocks the Vif interaction with APOBEC3F | HeLa A3F-eYFP + Vif (tagged APOBEC3F with the HIV-1 protein that degrades it), YFP fluorescence increase | Potency, µM (series often up to 46.1 µM), without a hit: at the top dose activity, negative = active | hit rate 0.2% among 390,000 | AID 602313; also: % of control where 0% means no effect; nearly all actives have a fitted effect of over 65% in size
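Fluorescence increase (Ex 488/Em 500-530) after overnight compound treatment at 37 deg C flags inhibition of Vif-driven A3F-eYFP loss in stable HeLa A3F-eYFP/Vif cells seeded overnight beforehand.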
TrxR1 substrate: is turned over as a substrate by rat TrxR1. O89049. purified TrxR1 substrate turnover, NADPH consumption readout. Potency, µM (highest dose often 114 µM), for the others: at the highest dose activity change, negative = substrate turnover. hit rate 0.01% among 390,000. AID 588456; also: % is scaled to controls: 0 for no effect and ±100 for the full control effect; nearly all actives have a fitted effect of over 50% in size
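Rat TrxR1, dispensed at 90 nM, was prereduced with 400 uM NADPH (final) for 5 min at ~22 deg C, then incubated with compound 15 min before 400 uM selenite. A first-read NADPH fluorescence drop versus no-compound background flagged substrates.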
USP1 inh: USP1/UAF1 (human) deubiquitinase inhibition; Potency, µM (top dose mostly 57.1 µM), without a hit: at the top dose activity change, negative = inhibition, usual class: inhibitors; AID 743255; recombinant USP1/UAF1, Ub-Rhodamine cleavage fluorescence; hit rate 0.23% among 390,000; also: % is scaled to controls: 0 for no effect and ±100 for the full control effect; nearly all actives have a fitted effect of over 60% in size; inactives centre near -12
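USP1/UAF1 complex at 1 nM was preincubated with compound for 15 min at room temperature, then Ub-Rho substrate (150nM final) was added. Fluorescence (480/540 nm) was read kinetically, 6 reads every 60 seconds.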
ALOX12 inh: blocks human arachidonate 12S-lipoxygenase; P18054; purified 12hLO, xylenol orange hydroperoxide absorbance; Potency, µM (titrated, usually from 108 µM), for the others: at the top dose activity change, negative = inhibition, most hits filed as inhibitors; hit rate 1.1% among 580,000; also: % is scaled to controls: 0 for no effect and ±100 for the full control effect
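Purified human 12hLO at 150 nM in 25 mM Hepes, 0.01% Triton X-100, pH 7.0, preincubated 15 min at room temperature with compound. Reaction started with 40 uM arachidonic acid, 30 min at room temperature. Hydroperoxide measured by Fe-xylenol orange, 573/405 nm absorbance ratio.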
* = called active by the depositor; i = inactive; u = inconclusive; x = no result given; & = joins results of further samples; [ ] = remark or other dose. Calls follow the shape of the dose curve; as a rule, active = well fitted curve in the direction sought with a large enough effect; inconclusive = small, poorly fitted or top-dose-only effect, or another doubt; inactive = no such curve, though single readings can be large; an effect the other way counts as inactive or inconclusive. Potency is read from the fitted curve at half-maximal effect. Some of the compounds tested; the hit share may differ from the screen's.

SMILES	Vif-APOBEC3G blk	mIDH1 inhibitor	RXFP1 agonist	RGS4 inh	TrxR1 inh	Vif-A3F inh	TrxR1 substrate	USP1 inh	ALOX12 inh
COc1ccc(CCNC(=O)C23CN(Cc4ccccc4)CC2C(c2ccc([N+](=O)[O-])cc2)=NO3)cc1 (configuration not stated)	0%	-17%	0.0%	-2%	0%	-2%	1%	-33%	-26%
O=C(NCc1ccc(F)cc1)c1cnn2ccccc12	-4%	0%	0.2%	20%	-7%	2%	59%[activator]	u	14%
CCn1cc(Cl)c(C(=O)Nc2cccc(C(F)(F)F)c2)n1	2%	2%	-0.3%	-27%	11%[57.1 µM]	-7%	2%[57.1 µM]	-14%	0%
O=c1cc(CNc2ccc(Br)cc2)nc2sccn12	-3%	6%	1.2%	-1%	-12%	0%	-18%	-6%	-13%
O=C(NCc1ccccc1Cl)c1ccc(CSc2nc3ccncc3[nH]2)cc1	-2%	4%	4.2%	1%	0%	3%	-4%	-9%	-5%
S=C(c1ccc(-c2cccc(Cl)c2)o1)N1CCCCC1	-2%	-7%	6.8%	-8%	-9%[57.1 µM]	-6%	3%	-6%	u
CC(C)C#Cc1ccc2c(c1)O[C@@H](CN(C)C(=O)c1cnccn1)[C@@H](C)CN([C@@H](C)CO)S2(=O)=O	2%	0%	x	x	x	1%	x	-23%	u
Cc1ccc(S(=O)(=O)N2CCOCC2)cc1C(=O)OC1CCOC1=O (configuration not stated)	2%	0%	2.8%	-8%	11%	1%	3%	-10%	14%
CN(CCO)C1=NS(=O)(=O)c2cc([N+](=O)[O-])ccc21	-8%	16%	2.3%	0%	1%	1%	-8%	-16%	1%
CCNc1ccc(C(=O)OCC)cc1NC(=O)c1cccc(S(=O)(=O)N(C)c2ccccc2)c1	1%	-3%	-1.3%	-12%	-6%	1%	-11%	-16%	-3%
O=C(N/N=C/c1ccc2c(c1)OCO2)c1cccs1	-8%	0%	2.9%	9%	-22%	0%	-16%	-10%	1%
CCOC(=O)c1sc2ncc([N+](=O)[O-])cc2c1N	-2%	13%	1.5%	2%	10%	11%	2%	-24%	0%
CN(C(=O)COC(=O)c1ccc(Cl)c(S(=O)(=O)N2CCCCCC2)c1)C1CCS(=O)(=O)C1 (configuration not stated)	0%	0%	x	15%	20%	-7%	3%	-19%	-15%
O=C1OC2(c3ccccc31)c1ccccc1-c1ccccc12	u	17%	x	20%	12%[57.1 µM]	-16%	-6%	-11%	13%
O=C(NCC1CCCO1)c1cc(S(=O)(=O)N2CCOCC2)c(Cl)cc1Cl (configuration not stated)	-2%	-2%	-0.7%	5%	4%	-6%	3%	5%	0%
COc1ccc(-c2cn(-c3ccc(C)cc3C)c(=O)[nH]2)cc1OC	4%	0%	2.2%	-28%	u	-5%	6%[57.1 µM]	-6%	-24%
N#CCCn1c(SCC(=O)N2CCN(S(=O)(=O)c3ccccc3)CC2)nc2ccccc21	0%	1%	-0.9%	-23%	1%	19%	-7%	-16%	0%
Cc1nc(SCC(=O)NCCN2C(=O)CSC2=O)nc(C)c1C	1%	2%	x	24%	8%	-5%	-2%	-6%	2%
O=C(OC1CCOC1=O)c1ccc(CO)cc1 (configuration not stated)	2%	6%	1.1%	8%	3%	u	3%	-16%	2%
CC(C)CC[n+]1ccn(C2=C([O-])c3ccccc3C(=O)/C2=N\S(=O)(=O)c2ccccc2)c1	-13%	4%	3.9%	0%	6%	-3%	3%	u	x
CCOC(=O)c1cccc(NC(=O)c2ccc3c(c2)C(=O)N(CC2CCCO2)C3=O)c1 (configuration not stated)	-7%	0%	0.5%	3%	30%	-7%	0%	-17%	-10%
COc1ccc(CNc2nnnn2C)cc1	2%	1%	-2.1%	-19%	-13%	-9%	-5%	-15%	u
COc1cccc(C2SCC(=O)N2c2ccc(C)cc2)c1OC (configuration not stated)	1%	1%	0.2%	12%	4%	1%	-3%	-8%	2%
Cc1ccc(CNC(=O)CCNC(=O)c2ccc(Br)o2)cc1	2%	2%	0.0%	3%	8%	-9%	-1%	6%	3%
N#C/C(=C\c1ccc(N2CCCCC2)c([N+](=O)[O-])c1)c1nn(-c2ccccc2)c(N)c1C#N	1%	5%	4.7%	17%	-4%	-9%	-9%	2%	-22%
O=C(Oc1ccc(-c2ccccc2)cc1)N1CCOCC1	0%	6%	-0.6%	-20%	16%	0%	6%	-4%	8%
C/C(=N\c1nc2ccccc2n1C)c1cc(Cl)ccc1O	-6%	4%	-0.4%	-22%	-7%	4%	-8%	-3%	195%[activator]
CCOCC(=O)NCc1ccc2c(c1)cc(C)n2C	0%	0%	4.4%	1%	-21%[57.1 µM]	-5%	2%[57.1 µM]	-7%	-6%
COc1ccccc1NC(=O)CN(C)S(=O)(=O)c1cc(C)ccc1OC	6%	-4%	1.3%	19%	2%	-8%	-11%	-10%	0%
CC1CCN(S(=O)(=O)c2ccc3c(c2)N(CC(=O)NCCCN2CCCCC2)C(=O)CS3)CC1	2%&2%	-14%&13%	-3.2%&1.2%	21%&-28%	21%	-9%&-1%	3%	-13%&-13%	-24%&-26%
Cn1c(N2CCN(C(=O)Nc3ccc(C(F)(F)F)cc3)CC2)nc2ccccc21	-1%	22%	0.4%	-42%[56.9 µM]	-21%	2%	-13%	-3%	-2%
O=C(CS(=O)c1ccc(F)cc1)Nc1ccccc1Cl (configuration not stated)	2%	-1%	-2.9%	-8%	6%[57.1 µM]	11%	3%	-22%	1%
C(=N\C(/N=C/c1ccco1)c1ccco1)/c1ccco1	1%	-5%	0.3%	-37%	u	-1%	34%[57.1 µM]	-5%	10%
CC(=O)c1ccc(NC(=S)NC(C)CCc2ccccc2)cc1 (configuration not stated)	1%	8%	-1.4%	0%	-14%	-15%	-10%	-5%	u
COc1ccccc1N(Cc1cc2cccc(C)c2[nH]c1=O)C(=O)c1cccc(Cl)c1	-9%	5%	1.1%	22%	15%	1%	-2%	-3%	-6%
NS(=O)(=O)c1ccc(CCNC(=O)CNC(=O)c2ccc(Br)o2)cc1	-2%	6%	0.6%	10%	22%	-1%	1%	-4%	x
CC1Cc2ccccc2N1S(=O)(=O)c1cccc(C(=O)NC2CC2)c1 (configuration not stated)	1%	2%	-0.9%	-2%	3%	-1%	1%	-15%	i
CCNS(=O)(=O)c1ccc(CCC(=O)N2CCC(C)CC2)cc1	6%	9%	1.3%	-11%	19%	0%	1%	-19%	21%
CCc1nnc(NC(=O)CSc2ncc(-c3ccccc3)n2CC)s1	-1%	5%	-0.4%	-2%	-18%	2%	-5%	-6%	u
Nn1c(Cc2ccc(Br)cc2)n[nH]c1=S	2%	7%	0.5%	u	-15%	-10%	-2%	-14%	28µM*
CCCCc1c(C)nc2c(-c3ccc(OC)cc3)c(C)[nH]n2c1=O	-4%	-7%	3.5%	12%	7%	4%	-2%	-13%	-1%

Some of the entries so far, as a markdown table.
| canonical_smiles | Vif-APOBEC3G blk | mIDH1 inhibitor | RXFP1 agonist | RGS4 inh | TrxR1 inh | Vif-A3F inh | TrxR1 substrate | USP1 inh | ALOX12 inh |
| --- | --- | --- | --- | --- | --- | --- | --- | --- | --- |
| CCOC(=O)c1cccc(NC(=O)c2ccc3c(c2)C(=O)N(CC2CCCO2)C3=O)c1 (configuration not stated) | -7% | 0% | 0.5% | 3% | 30% | -7% | 0% | -17% | -10% |
| COc1ccc(CNc2nnnn2C)cc1 | 2% | 1% | -2.1% | -19% | -13% | -9% | -5% | -15% | u |
| COc1cccc(C2SCC(=O)N2c2ccc(C)cc2)c1OC (configuration not stated) | 1% | 1% | 0.2% | 12% | 4% | 1% | -3% | -8% | 2% |
| Cc1ccc(CNC(=O)CCNC(=O)c2ccc(Br)o2)cc1 | 2% | 2% | 0.0% | 3% | 8% | -9% | -1% | 6% | 3% |
| N#C/C(=C\c1ccc(N2CCCCC2)c([N+](=O)[O-])c1)c1nn(-c2ccccc2)c(N)c1C#N | 1% | 5% | 4.7% | 17% | -4% | -9% | -9% | 2% | -22% |
| O=C(Oc1ccc(-c2ccccc2)cc1)N1CCOCC1 | 0% | 6% | -0.6% | -20% | 16% | 0% | 6% | -4% | 8% |
| C/C(=N\c1nc2ccccc2n1C)c1cc(Cl)ccc1O | -6% | 4% | -0.4% | -22% | -7% | 4% | -8% | -3% | 195%[activator] |
| CCOCC(=O)NCc1ccc2c(c1)cc(C)n2C | 0% | 0% | 4.4% | 1% | -21%[57.1 µM] | -5% | 2%[57.1 µM] | -7% | -6% |
